# Screening data from PubChem.
# PostGolgi yeast – phenotypic screen on post-Golgi transport, primary screen. inhibition, % at 10 µM. post-Golgi transport phenotypic cell assay. 98,000 compounds, 0.9% hits. AID 739, 2007;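 note: yeast cells grown in 1536-well plates; yeast grown about 18 h at 30C before absorbance read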
# DAT uptake mod – changed hDAT dopamine uptake under cocaine IC80, either direction, primary screen, cocaine antagonist project, cell-based, LLC-PK1 hDAT, [14C]-dopamine uptake, MLSMR | LLC-PK1 hDAT cells, [14C]-dopamine uptake with cocaine IC80; actives deviate in either direction | B-score at 10 µM | 110,000 compounds, 1.3% hits | AID 449768, 2010;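 active = Z score or B-score, a plate-position-corrected score, falls beyond the plate's 99.7% confidence bounds, in either direction; inactive = both scores lie inside the 99.7% bounds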;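 note: scored against the spread of the other compound wells on the same plate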
# Target sequence (Q01959 whole entry, looked up): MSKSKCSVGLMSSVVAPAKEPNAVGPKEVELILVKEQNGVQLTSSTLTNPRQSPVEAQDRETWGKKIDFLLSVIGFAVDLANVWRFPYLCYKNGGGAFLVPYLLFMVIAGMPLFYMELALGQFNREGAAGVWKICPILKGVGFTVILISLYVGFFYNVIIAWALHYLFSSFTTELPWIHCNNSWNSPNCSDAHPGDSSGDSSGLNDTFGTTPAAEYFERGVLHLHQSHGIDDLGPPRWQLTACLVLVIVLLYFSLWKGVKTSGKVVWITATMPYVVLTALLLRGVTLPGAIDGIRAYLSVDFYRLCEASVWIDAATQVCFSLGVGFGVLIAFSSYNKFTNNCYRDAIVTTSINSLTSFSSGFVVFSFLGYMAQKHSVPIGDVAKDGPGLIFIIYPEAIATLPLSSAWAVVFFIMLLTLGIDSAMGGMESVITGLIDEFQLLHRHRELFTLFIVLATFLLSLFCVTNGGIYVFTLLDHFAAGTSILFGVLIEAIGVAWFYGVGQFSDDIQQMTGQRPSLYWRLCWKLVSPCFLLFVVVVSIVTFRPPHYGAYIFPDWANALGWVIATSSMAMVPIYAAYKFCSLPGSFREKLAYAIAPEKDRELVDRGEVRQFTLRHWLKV
# S1P2 agonist – S1P2 receptor agonists, primary screen, cell-based. activation, % at 4.5 µM. 97,000 compounds, 0.46% hits. Sphingosine 1-phosphate receptor 2 (Homo sapiens), O95136. AID 729, 2007. S1P2-expressing cell line, agonist reporter read-out; in the data active = activation above about 16%;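 note: 0% = vehicle low control and 100% = maximal reference agonist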
# Target sequence (O95136 whole entry, looked up): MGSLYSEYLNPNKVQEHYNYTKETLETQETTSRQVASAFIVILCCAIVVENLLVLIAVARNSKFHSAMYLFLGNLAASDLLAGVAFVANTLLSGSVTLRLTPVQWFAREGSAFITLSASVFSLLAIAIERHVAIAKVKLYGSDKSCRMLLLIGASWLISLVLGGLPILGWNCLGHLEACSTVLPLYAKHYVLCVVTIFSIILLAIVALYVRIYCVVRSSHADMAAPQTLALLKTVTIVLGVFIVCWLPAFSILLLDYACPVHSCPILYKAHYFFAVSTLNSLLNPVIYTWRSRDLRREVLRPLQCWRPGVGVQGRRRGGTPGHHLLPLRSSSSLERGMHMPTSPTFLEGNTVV
# PostGolgi ctrl – growth inhibition of yeast control strain, primary screen, counter-screen for post-Golgi transport modulator project; efflux-deficient yeast background strain, growth absorbance A615, 16 h; inhibition, % at 10 µM; 98,000 compounds, 5% hits; AID 738, 2007
# S1P2 blocker – human S1P2 receptor antagonists, primary screen, cell-based | Sphingosine 1-phosphate receptor 2 (Homo sapiens), O95136 | 97,000 compounds, 0.21% hits | cell-based S1P2 antagonist assay, inhibition at 5 uM | inhibition, % at 5 µM; in the data active = inhibition above about 45%;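 note: CRE beta-lactamase reporter cells expressing human S1P2 stimulated with S1P; 0% = agonist at EC80 alone and 100% = agonist plus reference antagonist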
# HUVEC inhibit – inhibitors of HUVEC proliferation, primary screen, cell-based, 384-well. 86,000 compounds, 1.1% hits. viability, % at 10 µM (by protocol). CellTiter-Glo luminescence, 72 h; hits give low values;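 active = viability at or below 30%; inactive = viability above 30%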;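 note: 100% = median luminescence of DMSO-only cell control wells on each plate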
# H69AR growth 86K – proliferation blockers of H69AR lung cancer cells, primary screen, cell-based, human, 86K library | H69AR lung tumor viability, ATP luminescence, 72 h; hits give low values | viability, % at 10 µM | 85,000 compounds, 6% hits | AID 598, 2007;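 active = viability at or below 40%; inactive = viability above 40%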;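 note: multidrug resistant small cell line overexpressing MRP-1 efflux transporter; 100% = mean luminescence of untreated control wells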
# Fibroblast inh – antiproliferative effect on LL 47 fibroblasts – human, LL 47 cells, CellTiter-Glo luminescence, primary screen; LL 47 human lung fibroblast viability, ATP luminescence; hits give low values; viability, % at 10 µM; 85,000 compounds, 1.1% hits; AID 719, 2007;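 active = viability at or below 50% in the single dose screen; inactive = viability above 50%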;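 note: compound exposure lasted 72 h before the ATP readout; 100% = median luminescence of untreated cell-only wells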
#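 Test system: LL 47 human lung fibroblasts / Quantity: 1,150 cells in each well / Medium: IMEM growth medium with 15% fetal bovine serum / Incubation: 72 h compound exposure at 37 °C after overnight plating / Detection: CellTiter-Glo luminescence measuring cellular ATP / Read-out: % viability versus median cells-only luminescence / Benchmarks: cell-only wells, no compound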
# Ecoli WT expand – growth inhibitors of wild-type E. coli, primary screen, strain BW25113, expanded library, OD600; 98,000 compounds, 0.15% hits; growth inhibition, % at 100 µM; OD600 absorbance;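 active = growth inhibition above about 50% at one test dose, limit read from the data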;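 note: growth measured after 20 h incubation at 37 °C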
# An asterisk follows results filed as active; . = not tested or not shown; & = joins results of further samples. Cut-off read from the data, not from the text of the source, unless noted: active = inhibition above about 30%; inactive = the rest.
Structure	DAT uptake mod	S1P2 agonist	Ecoli WT expand	PostGolgi yeast	HUVEC inhibit	S1P2 blocker	Fibroblast inh	H69AR growth 86K	PostGolgi ctrl
CCCC(C)NC(=O)c1cc(Cl)ccc1OC (configuration not stated)	-0.719	-3.2	6.0	-1.6	92.4	7.1	95.0	77.0	-3.0
O=c1c(Cl)c(NCCCO)cnn1-c1nc2ccccc2[nH]1	2.74	-4.2	2.0	8.1	62.9	29.8	26.3*	0.6*	-4.4
c1ccc2c(c1)[nH]c1nc(SCCN3CCOCC3)nnc12	-0.0217	-1.4	12.0	-0.8	89.9	2.1	94.5	97.3	20.9
COc1ccc(OC)c(NC(=O)CNC(=O)c2cccs2)c1	0.601	-2.6	2.0	-5.5	96.1	-17.1	99.9	101.3	-13.3
O=C1C2ON(c3ccccc3)C(c3ccccc3F)C2C(=O)N1c1ccccc1 (configuration not stated)	-0.553	-5.8	6.0	4.3	95.4	-1.7	100.6	98.3	1.2
O=c1cc(N2CCN(c3ccccc3)CC2)[nH]c(=O)n1Cc1ccc(F)cc1	0.434	-4.2	-6.0	-2.2	84.9	27.3	95.0	96.7	3.5
CC(=O)Nc1ccc(-c2nc3c(C)cccc3[nH]2)cc1	-8.11*	1.1	-8.0	6.2	111.7	-2.7	105.8	76.3	5.7
COC(=O)c1cc(OC)c(OC)cc1NC(=S)Nc1cccc(Cl)c1	-1.86	-2.8	7.0	0.3	.	3.8	.	.	15.3
CCOC(=O)Cc1csc(NC(=O)CSc2nnc(-c3ccc(OC)cc3)n2C)n1	-0.815	-3.2	-4.0	-0.5	105.4	-6.7	106.1	95.8	2.7
Cc1nnc(SC(C)C(=O)Nc2ccc(Cl)cn2)n1Cc1ccccc1 (configuration not stated)	0.41	.	2.0	-7.7	105.6	.	95.5	90.0	26.6
Cc1nn(C)c(C)c1/C=C/C(=O)c1cccs1	0.0155	-8.4	.	.	86.8	4.6	96.9	72.8	.
COc1cc2nc(C3CCC3)n(NC(=O)C3CCCC(OC)C3)c(=O)c2cc1OC (configuration not stated)	0.63	.	.	.	102.7	.	99.5	102.8	.
Cc1cccc(C(=O)O/N=C2\CCCc3ccccc32)c1	-0.468	-2.7	-1.0	5.7	.	2.4	.	.	9.7
COc1ccc(C)cc1S(=O)(=O)N1CCCC(C(=O)NCC2CCCO2)C1 (configuration not stated)	-0.783	0.1	2.0	2.7	93.4	-2.9	100.3	81.9	2.7
Cc1cc(Cl)ccc1OCCCC(=O)N1CCN(C)CC1	1	-5.4	0.0	9.7	97.5	13.2	89.3	83.0	-2.2
Cc1c(C(=O)N2CCN(c3ncccn3)CC2)sc2nc3n(c(=O)c12)CCCC3	0.036	2.1	-4.0	2.2	104.0	-33.0	100.9	97.4	-4.6
CC(C)N1CCN(c2ccncc2S(=O)(=O)N2CCOCC2)CC1	-0.701	-11.3	6.0	2.1	.	4.5	.	.	5.7
COCCn1c(C)cc(C(=O)CSc2nc(C)nc3sc4c(c23)CCC4)c1C	0.789	-2.4	.	.	95.5	-18.6	91.7	79.2	.
COc1ccc(NC(=O)CCSc2cc(C)c3ccccc3n2)cc1	-0.324	-1.1	-7.0	-2.6	.	-14.4	.	.	5.1
Cc1cccc(NC(=O)Nc2ccc(Oc3c(F)c(F)c(F)c(F)c3F)cc2)c1	0.0644	-7.0	3.0	-2.3	88.9	1.4	63.5	40.1	5.8
Cc1csc(NC(=O)C(NS(=O)(=O)c2ccc(Br)s2)c2ccccc2)n1 (configuration not stated)	-0.449	-2.1	4.0	-2.8	102.4	8.8	94.8	103.5	-0.8
Cc1ccc(S(=O)(=O)NCC(=O)N2CCN(c3ccccn3)CC2)cc1	-0.702	-2.8	3.0	4.8	95.5	-11.5	94.4	101.3	2.1
CCOC(=O)CNC1CC(=O)N(c2cccc(Cl)c2)C1=O (configuration not stated)	-0.45	-0.7	-9.0	1.0	.	-28.7	.	.	1.1
O=S(=O)(NCC(c1cccnc1)N1CCN(c2ccc(F)cc2)CC1)c1ccc(F)cc1 (configuration not stated)	0.055	-8.2	3.0	89.7*	.	21.2	.	.	73.1*
O=C(Cn1nc(Cl)nc1Cl)Nc1ccccc1	-1.87	.	13.0	-3.0	93.9	.	97.2	106.5	9.6

# Limited to S1P2 agonist, Fibroblast inh and HUVEC inhibit, for three of the compounds above:
SMILES	S1P2 agonist	Fibroblast inh	HUVEC inhibit
Cc1ccc(S(=O)(=O)NCC(=O)N2CCN(c3ccccn3)CC2)cc1	-2.8	94.4	95.5
CCOC(=O)CNC1CC(=O)N(c2cccc(Cl)c2)C1=O (configuration not stated)	-0.7	.	.
O=S(=O)(NCC(c1cccnc1)N1CCN(c2ccc(F)cc2)CC1)c1ccc(F)cc1 (configuration not stated)	-8.2	.	.

# Next section.
Structure	DAT uptake mod	S1P2 agonist	Ecoli WT expand	PostGolgi yeast	HUVEC inhibit	S1P2 blocker	Fibroblast inh	H69AR growth 86K	PostGolgi ctrl
C=CCC(C#Cc1ccc(C)cc1)N(CC)CC (configuration not stated)	-0.145	-0.1	-5.0	1.1	98.4	-1.5	100.9	96.8	7.0
c1ccc(Cn2c(Sc3nnnn3-c3ccccc3)nnc2-c2ccccc2)cc1	0.609	-4.7	-8.0	-1.7	88.9	23.0	87.9	54.6	3.0
Cc1ccccc1NC(=O)c1ccc(-n2cncn2)nc1	0.588	-15.2	0.0	-5.3	.	-0.5	.	.	20.2
O=C(C1CCC(=O)N1Cc1ccccc1Cl)N1CCN(c2ccc(F)cc2)CC1 (configuration not stated)	-1.21	-3.7	1.0	-5.8	99.0	-11.7	103.1	86.0	3.2
O=C(c1cnccn1)N(Cc1ccco1)C1(C(=O)NC2CCCC2)CCCCC1	1.22	-6.3	6.0	-10.8	.	-29.9	.	.	2.8
Cc1cc(C)c(C#N)c(SCC(=O)Nc2nnc(-c3ccccc3)s2)n1	-0.0413	-6.9	-1.0	-8.4	70.2	6.7	100.0	103.9	4.1
CC(C)(C)OC(=O)N1CC(O)CC1C(=O)OCC(=O)c1ccccc1 (configuration not stated)	0.0689	-4.4	.	.	87.8	-6.5	85.8	97.0	.
Cc1ccc(Cn2ccc(=O)c(Cc3c(Cl)cccc3Cl)c2C)cc1	-1.05	-5.6	-1.0	1.2	.	6.4	.	.	25.0
c1ccc(CN(Cc2cccs2)C(c2cccs2)c2nnnn2C2CCCC2)cc1 (configuration not stated)	-1.1	-5.6	-21.0	1.3	104.6	-11.6	89.1	82.5	10.4
O=C(Nc1ccc(Cl)cc1)N1CCc2[nH]c3ccccc3c2C1	0.952	-8.4	-3.0	-19.8	66.4	14.9	102.7	48.7	36.5*
Cc1nc2c(C(=O)N3CCOCC3)cnn2c(C)c1Cc1cccc(Cl)c1	.	-2.6	6.0	6.3	101.0	5.1	104.5	90.0	8.1
COc1ccc(CC(=O)N2CC3(C)CC2CC(C)(C)C3)cc1OC (configuration not stated)	0.0531	-5.7	8.0	-13.2	99.2	6.7	98.0	87.3	0.1
Cc1ccc(N2CC(C(=O)Nc3ccc4c(c3)OCCO4)CC2=O)cc1 (configuration not stated)	0.646	-7.3	1.0	6.7	102.0	12.3	104.8	104.1	6.7
COc1ccc(CCNc2oc(COc3ccc(Br)cc3)nc2C#N)cc1OC	0.193&-0.326	-5.8	-24.0	2.7	55.9	1.8	94.8	74.5	11.5
Cc1cccc(NC(=O)COc2ccccc2C)n1	1.02	-5.8	1.0	2.1	99.6	1.4	98.3	97.3	0.1
O=C(O)CCN1C(=O)c2ccc(Oc3ccc4c(c3)C(=O)N(CCC(=O)O)C4=O)cc2C1=O	-1.28	1.2	4.0	-0.5	.	-4.8	.	.	-3.0
CCCn1c(=O)c(C(=O)Nc2ccccc2C(=O)OC)c(O)c2ccccc21	0.0173	.	-23.0	-3.2	134.5	.	89.9	99.3	-6.7
COc1ccc(C(=O)/C=C(\N)C(F)(F)F)c(O)c1	-1.12	.	1.0	3.1	85.4	.	.	73.7	-4.3
c1ccc(Nc2nc(N3CCCC3)nc(N3CCCC3)n2)cc1	0.0399	-1.2	-2.0	8.2	71.1	-30.6	88.2	40.3	69.7*
CCC(=O)n1nc(-c2ccccc2)nc1N	-0.668	0.9	1.0	3.0	96.9	6.8	96.7	84.6	1.5
Cc1ccc(C)c(NS(=O)(=O)c2cc(C(=O)Nc3cccc(N(C)S(C)(=O)=O)c3)ccc2C)c1	1.11	-4.8	5.0	1.7	.	-13.4	.	.	2.2
O=C(C1=C(O)/C(=C/c2ccc(O)cc2)CCC1)C(F)(F)F	-0.666	-8.0	.	.	82.8	-1.0	98.6	28.6*	.
C[N+](C)(C)CCN(Cc1ccc(Cl)cc1)c1ccccn1	-0.563	-4.3	12.0	1.5	96.4	-0.8	95.0	80.5	0.4
CC(C)NC(=O)c1onc(CSc2cccc(Cl)c2)c1C(=O)O	-0.312	-5.0	-11.0	2.2	.	0.9	.	.	2.9
O=C(CSc1nnc(-c2ccco2)n1Cc1ccccc1)NC(=O)NCc1ccccc1	-0.865	-4.5	-8.0	0.4	87.3	-4.0	90.9	60.5	8.2

Structure	DAT uptake mod	S1P2 agonist	Ecoli WT expand	PostGolgi yeast	HUVEC inhibit	S1P2 blocker	Fibroblast inh	H69AR growth 86K	PostGolgi ctrl
COc1ccc(Nc2nc3ccccc3n3nnnc23)cc1	0.303	-5.0	0.0	-8.3	88.6	23.8	74.2	87.8	3.1
O=C(Cn1c(SCC(=O)N2CCc3ccccc32)nc2ccccc21)NC1CCCC1	0.0156	-6.5	.	.	76.3	-13.6	102.7	28.6*	.
COC(=O)C1C(=O)/C(=C(/C)N2CCCC2)C(=O)CC1(C)C (configuration not stated)	-0.0976	-3.8	-2.0	7.4	.	-5.7	.	.	1.3
CC(C)c1ccc(OCC(O)Cn2cnc3ccccc32)cc1 (configuration not stated)	1.06	-4.7	19.0	17.5	84.8	24.8	78.3	82.6	8.0
CCCc1cc(=O)[nH]c(SCC(=O)N2CCC(C(=O)OCC)CC2)n1	-1.21	-4.5	0.0	-3.4	93.4	-8.1	101.3	103.0	5.0
COc1ccc(N2C(=O)C(Cl)=C(Nc3ccccc3O)C2=O)cc1	-0.494	-5.4	0.0	-6.3	98.5	-21.0	104.0	63.9	-2.1
O=C1CC(c2ccccc2)n2nc(NC(=O)c3cccs3)nc2N1 (configuration not stated)	-0.598	-5.8	-9.0	21.4	97.9	11.6	101.7	104.3	13.5
COCCn1c(C)cc(C(=O)COC(=O)c2c(C)nn(Cc3ccccc3)c2C)c1C	0.794	-2.5	-16.0	-2.2	93.3	-8.2	113.3	88.2	0.1
O=C(Nc1ccc(Cl)c(Cl)c1)C1CC(=O)N(c2ccc(Br)cc2)C1 (configuration not stated)	-0.509	-6.2	.	.	53.6	10.2	102.5	9.0*	.
Nc1nc(CN2CCN(Cc3ccccc3)CC2)nc(Nc2ccc3c(c2)OCCO3)n1	0.645	-10.7	12.0	14.5	92.6	16.2	96.0	.	5.2
COc1ccc(Nc2nnc(SCC(=O)Nc3cc(C)on3)s2)cc1	0.468	0.0	-6.0	-6.1	.	4.5	.	.	6.8
O=C(c1ccc(Cl)s1)N1CCCC1	0.709	-5.7	7.0	-2.6	93.7	7.8	102.7	101.9	9.1
